Bim-Bcl-B – human Bim-Bcl-B interaction inhibition | bead-based flow cytometry, Bim peptide-Bcl-B binding | inhibition, % at 10 µM | 190,000 tested, 0.073% active | Q9HD36;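 further: 0% = tracer peptide without compound and 100% = reference inhibitor peptide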
Bfl-1 Bim block – inhibitors of Bim-Bfl-1 interaction, human | Q16548 | Bead-based flow cytometry, Bim-Bfl-1 binding inhibition | inhibition, % at 10 µM | 190,000 tested, 0.12% active | AID 1008;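 further: 0% = wells without compound plus tracer and 100% = blocker peptide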
RGS4-Gao reg – modulates binding of RGS4 to human Galphao; P09471; Multiplexed bead flow cytometry; actives lie on both sides; binding response (% of control), % at 10 µM; 220,000 tested, 0.33% active; AID 1415; in the data active means binding response below about 49% or above about 150%; inactive means in between;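 further: fluorescent Galphao activated with aluminum fluoride binding bead-coupled RGS4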
Target sequence (P09471 whole entry, looked up): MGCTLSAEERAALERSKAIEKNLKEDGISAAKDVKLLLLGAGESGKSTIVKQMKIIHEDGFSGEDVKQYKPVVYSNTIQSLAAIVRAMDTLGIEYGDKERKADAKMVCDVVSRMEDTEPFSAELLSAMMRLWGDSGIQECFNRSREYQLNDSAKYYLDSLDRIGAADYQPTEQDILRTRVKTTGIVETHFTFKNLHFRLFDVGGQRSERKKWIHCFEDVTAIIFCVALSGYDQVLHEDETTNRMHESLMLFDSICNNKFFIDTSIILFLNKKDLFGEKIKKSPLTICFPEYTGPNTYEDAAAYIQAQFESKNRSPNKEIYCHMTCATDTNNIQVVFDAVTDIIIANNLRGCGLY
RGS7-Gao – human RGS7-Galphao interaction regulation; P09471; Multiplexed bead flow cytometry, RGS7-Galphao binding; actives lie on both sides; binding response (% of control), % at 10 µM; 220,000 tested, 0.35% active; AID 1439; in the data active means binding response below about 49% or above about 150%; inconclusive means no clear call, values can overlap the other calls; inactive means in between;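 further: fluorescent Galphao held in activated GDP-AlF4 state binding bead-coupled RGS7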
Bim-Bcl-2 – human Bim-Bcl-2 interaction inhibition | Bead-based flow cytometry, Bim peptide-Bcl-2 binding | inhibition, % at 10 µM | 190,000 tested, 0.06% active | AID 950; in the data active means inhibition above about 40%; inconclusive means no clear call, values can overlap the other calls;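 further: 0% = no compound wells with probe peptide and 100% = reference peptide inhibitor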
Target sequence (P10415 whole entry, looked up): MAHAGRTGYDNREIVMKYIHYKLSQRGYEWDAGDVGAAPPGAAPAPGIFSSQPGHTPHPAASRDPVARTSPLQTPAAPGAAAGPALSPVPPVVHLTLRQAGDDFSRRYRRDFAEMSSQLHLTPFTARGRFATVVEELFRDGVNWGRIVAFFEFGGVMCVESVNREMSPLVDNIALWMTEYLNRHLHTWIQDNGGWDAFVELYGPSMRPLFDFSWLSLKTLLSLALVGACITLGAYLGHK
Mcl-1 Bim block – disrupts Bim peptide binding to human Mcl-1; Q07820; Bead-based flow cytometry, Bim peptide-Mcl-1 binding; inhibition, % at 10 µM; 190,000 tested, 0.1% active;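 further: 0% = no compound tracer wells and 100% = peptide blocker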
Mcl1 Bid PPI – disrupts binding of human Mcl-1 to Bid peptide | TR-FRET Mcl-1/Bid-Dy647 peptide binding, 1536-well | inhibition, % at 21.7 µM | 220,000 tested, 0.97% active | AID 1021;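 active means compounds that cut the binding signal by more than half at the single screening dose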;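 further: His-tagged Mcl-1 with europium anti-His antibody binding Bid BH3 peptide; 0% = Mcl-1 plus peptide wells and 100% = peptide-only wells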
RGS8-Gao reg – human RGS8-Galphao interaction regulation. multiplexed bead flow cytometry, RGS8-Galphao binding; actives lie on both sides. AID 1423. response (percent of control binding), % at 10 µM. 220,000 tested, 0.34% active. P09471; in the data active means response below about 60% or above about 140%; inactive means in between;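 further: Galphao activated as the GDP aluminium fluoride complex binding bead-coupled RGS8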
Mcl1 Noxa PPI – disrupts binding of human Mcl-1 to Noxa peptide; Q07820; TR-FRET Mcl-1/Noxa peptide binding, 2 h; inhibition, % at 21.7 µM; 220,000 tested, 1.5% active; AID 1022;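 active means compounds that cut the protein-peptide binding signal by more than 50% relative to plate controls in a single-dose test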;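 further: His-tagged Mcl-1 with rhodamine Noxa BH3 peptide and terbium anti-His antibody; 0% = Mcl-1 plus Noxa peptide wells and 100% = peptide-only wells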
Bim-Bcl-W – disrupts Bim peptide binding to human Bcl-W; 190,000 tested, 0.02% active; inhibition, % at 10 µM; Q92843; bead-based flow cytometry;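 further: 0% = bound tracer without compound and 100% = peptide blocker; higher means less fluorescent Bim peptide bound to Bcl-W beads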
Target sequence (Q92843 whole entry, looked up): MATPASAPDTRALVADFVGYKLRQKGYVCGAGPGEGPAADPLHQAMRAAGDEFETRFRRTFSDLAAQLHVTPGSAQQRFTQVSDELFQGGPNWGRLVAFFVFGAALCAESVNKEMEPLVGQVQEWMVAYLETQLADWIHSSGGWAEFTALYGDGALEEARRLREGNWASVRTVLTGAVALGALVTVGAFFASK
Bcl-XL Bim block – human Bim-Bcl-XL interaction inhibition. Q07817. Bim peptide-Bcl-XL binding, bead flow cytometry, fluorescence. inhibition, % at 10 µM. 190,000 tested, 0.04% active. AID 1007
Target sequence (Q07817 whole entry, looked up): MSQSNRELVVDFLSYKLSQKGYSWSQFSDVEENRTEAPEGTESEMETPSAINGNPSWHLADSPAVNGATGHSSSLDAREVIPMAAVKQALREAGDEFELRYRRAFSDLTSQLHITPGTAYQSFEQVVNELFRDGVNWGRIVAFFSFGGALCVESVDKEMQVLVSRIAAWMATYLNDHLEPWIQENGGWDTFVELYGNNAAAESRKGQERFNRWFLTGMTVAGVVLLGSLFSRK
* hit, by the source's call; ? = inconclusive; . = no result given. Unless noted, no stated cut-off is given here; in the data, active means inhibition above about 40%.

#	Compound	Bim-Bcl-B	Bfl-1 Bim block	RGS4-Gao reg	RGS7-Gao	Bim-Bcl-2	Mcl-1 Bim block	Mcl1 Bid PPI	RGS8-Gao reg	Mcl1 Noxa PPI	Bim-Bcl-W	Bcl-XL Bim block
1	Cc1nn(-c2ccccc2)c(C)c1/C=N/NC(=O)c1ccccc1NS(=O)(=O)c1cccs1	5	0	99	102	5	2	19	101	30	-1	-1
2	CN1CCN(C(=O)C2=C[C@@H](c3ccc(C(F)(F)F)cc3)C[C@@H](OCc3ccc(CO)cc3)O2)CC1	-2	-4	101	104	0	-1	1	98	-5	-1	-2
3	CCOc1ccc2c(CC)cc(=O)oc2c1OCC	-5	-2	101	100	-3	-6	-10	104	-1	-3	-5
4	CCOc1cccc(C(=O)NC2CCCCC2)c1	-4	-15	98	100	-6	0	-4	100	1	1	1
5	O=C(Cc1ccccc1)NCC(=O)OCC(=O)c1cccc([N+](=O)[O-])c1	-2	5	104	101	2	-9	-59	102	-8	-2	-6
6	Cc1ccc(C2C(C#N)=C(N)N(c3cccnc3)C3=C2C(=O)CCC3)s1 (centres undefined)	-8	-1	102	101	-3	-1	-63	98	0	0	-2
7	CC(=O)NCCc1nc2ccccc2n1Cc1ccccc1	-3	-8	108	102	-3	0	-20	103	-28	-1	-3
8	Cn1c(SCC(=O)NC(=O)Nc2ccccc2)nnc1-c1ccncc1	.	.	101	?	.	.	-5	101	-13	.	.
9	NCCNc1ccc([N+](=O)[O-])cc1	.	.	105	?	.	.	4	102	9	.	.
10	CCCCN(C(=O)CSc1nnc(-c2ccccc2)n1C)c1c(N)n(Cc2ccccc2)c(=O)[nH]c1=O	-5	-6	99	98	-1	0	-1	100	31	-1	-4
11	COCC(=O)Oc1c(Sc2ccccc2[N+](=O)[O-])c(C)nn1C(C)(C)C	2	5	100	99	1	1	-6	90	27	-3	-3
12	COc1ccc(O)c(-c2[nH]ncc2C(=O)c2ccccc2)c1	-11	-10	94	98	-9	0	0	104	4	-1	2
13	COc1ccc(C2=NOC(C(=O)NCc3ccco3)C2)cc1OC (centres undefined)	-1	-3	100	99	-2	-2	-31	99	3	-3	-4
14	Cc1ccc(-n2c([O-])nc(-[n+]3ccccc3)c2C=O)cc1	-2	-5	106	104	0	-2	-38	100	11	-2	-2
15	Nc1ccc(-c2nc3ncccc3o2)c(Cl)c1	-2	-2	100	99	3	0	0	101	34	2	1
16	CCOc1nc2ccccc2cc1C=O	-5	-6	88	88	2	0	-9	95	-7	3	1
17	CC(=O)c1c(C)[nH]c(C(=O)N2CCc3ccccc32)c1C	-7	-7	102	105	-14	0	-10	102	-1	0	-1
18	Cc1onc(C(=O)Nc2c(C)n(C)n(-c3ccccc3)c2=O)c1[N+](=O)[O-]	.	.	98	?	.	.	-71	99	-12	.	.
19	Oc1ccccc1/C=N/NC(=S)NC1CC2C=CC1C2 (centres undefined)	.	.	98	?	.	.	-52	99	-3	.	.
20	CC(C)c1ccc(-c2cc(C(=O)NN3CCN(C)CC3)c3ccccc3n2)cc1	-31	5	105	107	-2	-29	-32	109	-2	-10	-20
21	O=C(COC(=O)c1ccc2c(c1)OCO2)NCc1ccc(Cl)cc1	2	1	108	111	4	4	-4	104	-6	2	3
22	Cc1ccccc1NS(=O)(=O)c1cc(C(=O)NCCC2=CCCCC2)ccc1C	4	-1	100	98	-1	1	-19	100	4	0	0
23	CC(C)N(C(=O)Cn1c(Cl)nc2ccccc21)C(C)C	0	0	95	97	-5	-2	-1	83	10	-5	-1
24	O=C(CCCN1C(=O)/C(=C/c2ccccc2Cl)SC1=S)NNC(=O)c1ccccc1	-11	-10	98	97	-8	-5	2	98	18	-6	-11
25	COC(=O)c1c(-c2ccc(F)cc2)csc1NC(=O)c1ccco1	-5	-8	104	98	-2	-2	-5	102	-3	2	-3
26	CCOC(=O)c1nc(-c2ccccc2)oc1N1CCOCC1	-4	-5	100	?	-4	0	-30	101	20	0	-1
27	O=c1oc2ccccc2c2c1ncn2-c1ccccc1	-7	-13	102	102	-8	0	-18	103	11	2	-7
28	O=P1(c2ccccc2)C=Cn2c1cc1c2CCCC1 (centres undefined)	-4	-7	101	101	-5	-1	-61	100	-2	-5	0
29	O=C(NCCC1=CCCCC1)c1ccc(F)c(S(=O)(=O)N2CCOCC2)c1	-8	-6	98	96	-11	0	-26	100	5	0	-4
30	Cc1ccc(NC(=O)CSc2n[nH]c(=O)n2C2CC2)cc1S(=O)(=O)N1CCOCC1	-4	0	98	100	2	0	-40	100	22	-1	-2
31	Cc1cccc(-c2noc(CCC(=O)Nc3ccc(C(N)=O)cc3)n2)c1	.	.	105	?	.	.	3	102	5	.	.
32	Cc1cccc(NC(=O)c2cc(NC(=O)C3CC=CCC3C(=O)O)ccc2N2CCOCC2)c1 (centres undefined)	-11	-15	101	100	-12	-4	-6	100	24	1	-7
33	Nc1nc(-c2ccc3c(c2)CCC(=O)N3)cs1	-6	-3	98	?	-4	-3	-43	98	10	0	-5
34	O=C1C2CCCN2C(c2ccccc2)N1c1ccc(F)cc1 (centres undefined)	-2	-3	95	95	2	0	-5	88	9	-2	-4
35	c1ccc(Nc2ccnc(Nc3ccccc3)n2)cc1	.	.	89	?	.	.	23	102	26	.	.
36	NS(=O)(=O)c1ccc(NN=C2CCN(Cc3ccccc3)CC2)c([N+](=O)[O-])c1	-1	-5	100	105	-6	-3	-40	99	21	-1	-6
37	CCN(CC)c1ccc2cc(-c3nc4ccccc4[nH]3)c(=O)oc2c1	16	14	104	103	-10	3	96*	102	26	23	9
38	O=C(c1ccco1)N1CCN(S(=O)(=O)c2ccc3c(c2)OCCO3)CC1	-4	-12	94	98	-4	-1	-18	97	9	2	-2
39	CC(C)(C)Cc1nnc(NC(=O)CN2C(=O)c3ccccc3C2=O)s1	-37	-3	103	106	-7	-8	-1	100	1	-8	-10
40	O=C(Nc1nnc(C2CC2)s1)C1COc2ccccc2O1 (centres undefined)	-5	-6	103	102	-3	-3	-27	103	9	-3	-5
41	O=C(COC(=O)c1n[nH]c2ccccc12)c1cc(F)ccc1F	-5	-6	102	101	-7	0	-5	102	-4	-3	-4
42	CCOC(=O)C(NC(C)=O)(NS(=O)(=O)c1ccccc1)C(F)(F)F (centres undefined)	-3	-4	97	92	0	2	2	99	2	4	-2
43	CCCCCCCC(=O)NC(Nc1ccccc1OC)C(Cl)(Cl)Cl (centres undefined)	-13	-17	100	98	-11	-6	-17	100	-9	-3	-7
44	CCCCCCNC(=O)c1ccc(Br)o1	-3	0	107	110	-4	0	-9	108	3	-5	-3
45	OCCN1CCN(CC(O)COc2ccc(-c3ccccc3)cc2)CC1 (centres undefined)	-2	-3	103	100	-3	0	34	105	22	-1	0
46	CCN(CC)S(=O)(=O)c1ccc(OC(C)C)c(N)c1	-4	-5	98	103	-9	-3	-45	103	7	-3	-4
47	O=C1C(Cl)=C(NCC2CCCO2)C(=O)N1Cc1ccccc1 (centres undefined)	-6	-9	101	102	-4	-3	-21	100	-1	1	-4
48	O=C(CCSc1ccccc1)NCCSc1ccccn1	-2	-1	102	100	-1	-2	-19	98	-5	0	0

Record cards, as listed above.
O=C(COC(=O)c1n[nH]c2ccccc12)c1cc(F)ccc1F in the list: Bim-Bcl-B: -5; Bfl-1 Bim block: -6; RGS4-Gao reg: 102; RGS7-Gao: 101; Bim-Bcl-2: -7; Mcl-1 Bim block: 0; Mcl1 Bid PPI: -5; RGS8-Gao reg: 102; Mcl1 Noxa PPI: -4; Bim-Bcl-W: -3; Bcl-XL Bim block: -4
O=C(Nc1nnc(C2CC2)s1)C1COc2ccccc2O1 (centres undefined) in the list: Bim-Bcl-B: -5; Bfl-1 Bim block: -6; RGS4-Gao reg: 103; RGS7-Gao: 102; Bim-Bcl-2: -3; Mcl-1 Bim block: -3; Mcl1 Bid PPI: -27; RGS8-Gao reg: 103; Mcl1 Noxa PPI: 9; Bim-Bcl-W: -3; Bcl-XL Bim block: -5

(listing goes on)
#	Compound	Bim-Bcl-B	Bfl-1 Bim block	RGS4-Gao reg	RGS7-Gao	Bim-Bcl-2	Mcl-1 Bim block	Mcl1 Bid PPI	RGS8-Gao reg	Mcl1 Noxa PPI	Bim-Bcl-W	Bcl-XL Bim block
49	CN(CC1CCOCC1)C(=O)CC1C(=O)NCCN1Cc1ccc(Cl)c(F)c1 (centres undefined)	.	.	72	?	.	.	-15	87	14	.	.
50	CO/N=C(\C)c1ncc(C(F)(F)F)cc1N1CCOCC1	-7	-7	104	100	-7	0	-20	102	7	-1	-6
51	CCOc1cccc(C(=O)Nc2ccncc2)c1	-1	-3	101	?	0	1	-20	103	12	0	0
52	C=CCn1c(SCC(=O)NC2CCS(=O)(=O)C2)nnc1-c1cc2c(s1)CCC(CC)C2 (centres undefined)	-14	-13	99	101	-10	-6	-7	101	27	-6	-6
53	CCCC(=O)Nc1ccc(C(=O)Nc2nnc(COCC)s2)cc1	-2	0	93	97	1	3	-2	99	11	1	-4
54	Cc1c(NC(=O)COC(=O)c2ccc(Br)o2)c(=O)n(-c2ccccc2)n1C	0	6	98	?	2	-1	27	100	15	1	-1
55	COc1cc2c(cc1N/C=C(\C#N)c1nc(-c3ccccc3)cs1)oc1ccccc12	0	0	96	97	-3	1	-40	101	5	-1	0
56	O=C(O)CNc1nc(-c2ccccc2)c2cc([N+](=O)[O-])ccc2n1	-4	11	99	104	0	1	-23	98	7	9	0
57	CC(C)(C)C1CCc2onc(C(=O)NCc3ccc(F)cc3)c2C1 (centres undefined)	-4	-4	99	100	-2	-4	2	98	12	-2	-1
58	CC1CN(C2CCN(S(=O)(=O)c3ccccc3)CC2)CC(C)O1 (centres undefined)	0	0	94	91	0	-4	34	94	24	-4	-4
59	Cn1nc(C(F)(F)F)c(-c2ccccc2)c1N	.	.	102	?	.	.	-15	101	-16	.	.
60	CNC(=O)CSc1nc(SC)ns1	0	0	95	99	2	0	-14	100	8	0	-3
61	CC(C)(C)NC(=O)C(c1ccncc1)N(C(=O)Cn1nnc(-c2ccc(F)cc2)n1)c1ccc(F)cc1 (centres undefined)	-5	-7	102	99	-2	0	2	104	15	0	2
62	O=c1c2ccccc2nc2n1CCN2Cc1ccc(Cl)cc1	1	4	104	106	4	0	4	106	7	3	-2
63	CC(C)C(=O)NC(=S)Nc1ccccc1C(=O)Nc1ccccc1	0	-1	116	107	0	-1	-83	105	4	2	0
64	CC(C)OC(=O)/C(=C\c1cccc2ccccc12)NC(=O)c1ccccc1	12	14	104	103	12	15	-22	100	0	14	14
65	COc1ccc(S(=O)(=O)N(C)CC(=O)NCCC2=CCCCC2)cc1	-2	-1	102	104	-3	-2	-20	104	6	-2	-2
66	CC(C)CNC(=O)c1ccccc1NC(=O)Nc1ccccc1	-7	-7	96	95	-10	1	-12	94	17	4	-2
67	Cc1cc(NC(=O)CCNS(=O)(=O)c2cc(Br)cnc2N)ccc1Br	-1	-10	99	98	-3	-6	13	101	28	-5	-7
68	Cc1cc(C(=O)OCC(=O)c2ccc(Br)s2)c(C)o1	-1	-6	83	82	0	-3	-30	91	6	7	-7
69	CCC12CN3CCN(CC(C3)/C1=N\NC(=O)c1ccc(C(C)(C)C)cc1)C2	2	4	101	101	5	-2	-12	103	10	-2	-1
70	CC1=C(C(N)=O)C(c2cccnc2)n2nc(-c3cccc(Cl)c3)nc2N1 (centres undefined)	-1	-1	101	105	0	1	-3	101	-9	-2	0
71	O=S(=O)(c1ccc(Br)s1)N1CCN(c2ccnc3cc(Cl)ccc23)CC1	.	.	99	?	.	.	-1	99	3	.	.
72	CC(C)Oc1ccccc1OCCN(C)C	-6	-8	104	102	-3	-1	9	101	21	-7	-4

Assay outcomes (PubChem)
